MEKK2mut PB1 HTS: MEK5 binding signal on mutant MEKK2 PB1, primary screen, biochemical, multiplex bead flow cytometry, Alexa488-MEK5; 0.35% of 290,000 active; AID 1530, 2009; Alexa488-MEK5 binding to MEKK2 mutant; percent response, % at 10 µM; in the data active = percent response above about 24%, passing the limit was not always enough; also: inactives centre near 1; some results filed as inactive read as strong as hits
CRFBP-R2 block: antagonists of CRF-BP/CRF-R2 complex, primary screen, cell-based, HEK293, calcium dye fluorescence, uHTS | CRF-induced calcium fluorescence | inhibition, % at 11.8 µM | 0.59% of 350,000 active;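 active = inhibition of the ligand-induced calcium signal above about 50% at the single tested concentration, limit read from the data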
FID counter: compounds displacing fluorescent DNA intercalator, primary screen, artefact control for HCV NS3 helicase inhibitor project, biochemical, FID fluorescence; inhibition, % at 7.9 µM; DNA fluorescent intercalator displacement; AID 1845, 2009; 0.17% of 290,000 active; in the data active = inhibition above about 37%;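 also: 0% = vehicle and 100% = reference compound; higher means more ethidium bromide displaced from hairpin DNA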
SUMO HTRF inh: inhibitors of in vitro SUMOylation cascade, primary screen, biochemical, HTRF, uHTS; 0.36% of 290,000 active; HTRF SUMOylation assay, SAE1/SAE2 + UBC9; AID 2006, 2009; inhibition, % at 35 µM; SUMO-conjugating enzyme UBC9 (Homo sapiens), P63279; in the data active = inhibition above about 50%, passing the limit was not always enough; also: strong numbers were not always called active
Target sequence (P63279 whole entry, looked up): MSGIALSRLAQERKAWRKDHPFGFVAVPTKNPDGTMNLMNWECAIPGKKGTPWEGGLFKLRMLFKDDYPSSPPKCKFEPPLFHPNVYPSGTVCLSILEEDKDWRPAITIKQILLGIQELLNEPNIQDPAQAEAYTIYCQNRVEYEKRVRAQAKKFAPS
MEKK3 PB1 HTS: modulators of MEKK3-MEK5 PB1 binding, primary screen, biochemical, wildtype MEKK3, multiplex bead flow cytometry, Alexa488-MEK5; Mitogen-activated protein kinase kinase kinase 3 (Homo sapiens), Q99759; bead-based flow cytometry, Alexa488-MEK5 binding to MEKK3; actives lie on both sides; 0 = blocked by unlabeled MEK5, 100 = vehicle; binding response (% of control), % at 10 µM; 1.4% of 290,000 active;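 active = binding response more than 3 SD above or below the average of its plate-row segment, actives on both sides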;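 also: Alexa488 bead fluorescence after subtracting the streptavidin-only scavenger bead signal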
Target sequence (Q99759 whole entry, looked up): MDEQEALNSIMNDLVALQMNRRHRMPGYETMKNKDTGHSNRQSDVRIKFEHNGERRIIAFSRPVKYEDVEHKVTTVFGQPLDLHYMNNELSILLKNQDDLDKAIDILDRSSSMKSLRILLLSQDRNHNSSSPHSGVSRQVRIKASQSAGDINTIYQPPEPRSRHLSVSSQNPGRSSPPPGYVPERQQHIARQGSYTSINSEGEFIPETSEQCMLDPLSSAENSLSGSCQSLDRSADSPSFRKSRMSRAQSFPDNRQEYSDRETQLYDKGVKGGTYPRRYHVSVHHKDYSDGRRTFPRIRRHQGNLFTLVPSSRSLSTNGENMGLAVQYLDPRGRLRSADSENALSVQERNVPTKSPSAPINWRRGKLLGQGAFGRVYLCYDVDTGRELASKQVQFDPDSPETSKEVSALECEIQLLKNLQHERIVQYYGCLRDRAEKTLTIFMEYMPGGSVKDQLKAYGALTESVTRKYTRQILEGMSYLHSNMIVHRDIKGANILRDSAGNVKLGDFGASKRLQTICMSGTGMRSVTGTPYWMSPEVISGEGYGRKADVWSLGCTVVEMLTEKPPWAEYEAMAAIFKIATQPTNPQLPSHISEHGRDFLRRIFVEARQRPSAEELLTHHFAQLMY
GalR3 antag: GalR3 antagonists in HEK293 cells, primary screen, cell-based, fluorescence readout; 0.44% of 360,000 active; Galanin receptor type 3 (Homo sapiens), O60755; inhibition, % at 3 µM; HEK293 GalR3-CNG cAMP membrane potential fluorescence; galR3 body fused to GalR1 C-terminus;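 active = inhibition above the screen-wide average plus 3 SD, cut at about 13% in these data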;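 also: forskolin and galanin both at EC90 stimulate the cells; cAMP rise reported by CNG channel membrane potential dye signal; 0% = forskolin plus galanin with DMSO and 100% = forskolin alone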
CRFR2-BP ag: agonists of CRF-BP/CRF-R2 complex, primary screen, cell-based, HEK293, calcium dye fluorescence, uHTS; CRF-binding protein / CRF receptor 2 complex (human); calcium dye fluorescence (FLIPR); percent of saturating CRF peptide response; activation, % at 13.2 µM; 0.46% of 350,000 active; AID 588473, 2011;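 active = activation of at least 50%, plus an integration ratio under a set limit after plate pattern correction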;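 also: plate controls were neutral control wells without compound for no effect and CRF at EC100 for full effect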
HCV NS3 hel inh: inhibitors of HCV NS3 helicase, primary screen, biochemical, Cy5 molecular beacon fluorescence. Hepatitis C virus NS3 helicase. NS3 helicase DNA unwinding. inhibition, % at 10.9 µM. 0.56% of 290,000 active. AID 1800, 2009;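 active = inhibition above the mean of all tested compounds plus 3 SD, set per campaign, cut at about 35% in these data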;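 also: 0% = DMSO wells and 100% = thioflavine S control wells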
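assay system = NS3 helicase fragment of HCV | buffer or medium = MOPS pH 6.5, MgCl2, DTT, Tween20, BSA | timing = 60 min unwinding reaction at 25 °C after ATP addition | signal = Cy5 beacon fluorescence read at start and 1 h | read-out basis = % inhibition of unwinding | control set = low DMSO, high thioflavine S at 110 µM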
MEKK2 WT-MEK5: modulators of MEK5 binding to wildtype MEKK2, primary screen, biochemical, multiplex bead flow cytometry, Alexa488-MEK5; Mitogen-activated protein kinase kinase kinase 2 (Homo sapiens), Q9Y2U5; Alexa488-MEK5 binding to MEKK2 WT; actives lie on both sides; binding response (% of control), % at 10 µM; 1.1% of 290,000 active; AID 1531, 2009; in the data active = binding response below about 67% or above about 130%
* hit, by the source's call; . = no result given.

SMILES,MEKK2mut PB1 HTS,CRFBP-R2 block,FID counter,SUMO HTRF inh,MEKK3 PB1 HTS,GalR3 antag,CRFR2-BP ag,HCV NS3 hel inh,MEKK2 WT-MEK5
COc1ccc(CCNC(=O)c2cc3c(=O)n4ccccc4nc3n(CCN3CCOCC3)c2=N)cc1,-1,1,-7,10,96,1,0.5,0,95
COc1cccc(N2CCN(C(=O)c3ccc(CS(=O)c4ccc(C)cc4)o3)CC2)c1 (stereo unspecified),3,7,-46,11,98,3,-1.3,9,105
O=C(N/N=C1\CC2CC=CC12)c1ccccc1Cl (stereo unspecified),1,4,-5,8,103,-6,-2.4,-7,105
Cc1cc(OC(C)C(=O)NCC2CCC(C(=O)O)CC2)c2c(C)cc(=O)oc2c1 (stereo unspecified),4,-2,-13,22,102,0,1.8,-6,103
CCNC(=S)N(CCN(CC)CC)Cc1cc2cc3c(cc2[nH]c1=O)OCCO3,1,-28,7,8,103,-12,3.8,10,103
COC(=O)c1c(C)nn(-c2ccc(OC(F)(F)F)cc2)c1-c1snnc1C,4,5,-11,14,103,-4,-1.5,2,99
N#C/C(=C(/O)COC(=O)c1ccc(Cl)c(S(=O)(=O)N2CCOCC2)c1)c1nc2ccccc2[nH]1,-1,-1,-7,-8,81,0,0.4,-1,92
Cc1ccccc1N1CCN(S(=O)(=O)c2ccccc2)CC1,-7,11,-15,4,98,-5,2.4,-4,92
CC(NS(=O)(=O)c1ccc(OCC(=O)NCc2cccnc2)cc1)c1ccccc1 (stereo unspecified),1,-8,-23,4,102,-7,0.5,2,101
CCCn1c(C(O)c2cc(OC)c(OC)c(OC)c2)nc2ccccc21 (stereo unspecified),1,7,-22,17,90,-7,0.2,-3,107
O=[N+]([O-])c1cc(S(=O)(=O)N2CCCC2)ccc1N/N=C/c1cccnc1,-1,27,3,2,94,4,-2.1,4,95
COc1ccc(NC(=O)CN2CCc3ccccc3C2)cc1S(=O)(=O)N1CCOCC1,-1,13,-16,-2,99,0,-1.1,7,101
Cc1ccc(S(=O)(=O)c2nnn3c2nc(N2CCOCC2)c2ccccc23)c(C)c1,-6,106*,-28,.,98,-1,-0.7,-8,94
Clc1ccc(N=c2ssnc2Cl)nc1,-11,-20,-7,3,101,0,12,2,85
CN1C2=NCCN2C(=O)c2ccccc21,11,-2,1,7,102,-9,-0.5,3,104
O=C(NC(=S)Nc1ccc(Cl)c(C(=O)O)c1)c1ccc(OCc2ccccc2)cc1,-2,16,-21,26,99,-4,-1.8,-5,105
CCOC(=O)c1c(N)c(C#N)cn1-c1ccccc1,1,38,-3,4,98,-5,1.1,-5,100
Cc1ccc(S(=O)(=O)N(C)Cc2nc(-c3ccccn3)no2)cc1,-1,1,-1,18,95,1,0.9,-3,100
COc1ccc(CCNC(=O)CCS(=O)(=O)c2ccc3c(c2)CCN3C(C)=O)cc1OC,.,4,-1,-10,.,-2,-0.9,7,.
COc1cc(NC(=O)NCC2CCN(Cc3ccc(C)cc3)CC2)cc(OC)c1OC,8,-16,3,-8,103,-10,4.5,-16,113
CN(C)CCCN(C(=O)CCS(=O)(=O)c1ccccc1)c1nc2cc3c(cc2s1)OCO3,6,-7,31,-6,101,-4,0.8,-32,116
Cc1ccc(NC2c3ncccc3C(=O)N2Cc2ccco2)c(C)c1 (stereo unspecified),-3,-6,-11,8,92,-1,0.9,3,87
CCc1ccc(NC(=O)Cn2c(=O)n(CCCC(=O)NCc3ccco3)c(=O)c3ccccc32)cc1,-1,15,-2,-1,96,-2,-1.8,-7,94
CCCC(=O)Nc1c(-c2ccccc2OC)c(=O)c2ccccc2n1C,5,20,-1,3,101,-4,-3.1,3,103
O=C1CN(C(=O)COC(=O)CCSc2ccccc2Cl)c2ccccc2N1,.,-6,-18,2,.,-3,3.0,-3,.
COC(=O)c1ccc(COc2ccccc2/C=N/O)o1,-24,12,-3,9,94,3,0.7,2,93
COC(=O)c1ccc(NC(=S)NNC(=O)c2ccccc2)cc1,-13,5,12,8,99,1,0.8,-3,86
Cc1ccc(CCNC(=O)C2CCCN(S(=O)(=O)N3CC(C)CC(C)C3)C2)cc1 (stereo unspecified),-1,85*,-34,-22,101,-6,0.6,1,96
C/C(Cn1nnc([N+](=O)[O-])n1)=N\NC(=O)c1ccncc1,-10,13,0,4,96,-6,-0.6,-3,93
COc1cc(OC)cc(C(=O)NC2CCCN(Cc3ccc(Cl)cc3)C2)c1 (stereo unspecified),5,1,10,-14,104,-13,-0.9,-16,111
COc1coc(C(O)C[N+](=O)[O-])cc1=O (stereo unspecified),-3,1,-4,15,92,-6,-1.1,0,95
CC(C)OC(=O)CSc1nnc(CNc2cccc(Cl)c2)n1C,-2,8,-11,-1,100,3,-0.8,2,100
COCCOC(=O)c1[nH]c2c(c1C)C(=O)CC(c1cccs1)C2 (stereo unspecified),-2,11,-22,12,106,-1,5.0,-4,99
COc1ccc(C2C(C#N)=C(N)N(Nc3ccccc3)C3=C2C(=O)CC(C)(C)C3)cc1C (stereo unspecified),2,-20,-7,-10,101,-6,1.5,-5,94
CC1CCCCN1Cc1ccc(-c2nnn(CC(=O)NC3CCCCC3)n2)cc1 (stereo unspecified),-4,7,1,22,97,-1,2.0,6,96
COC(=O)Cn1ncn2c(cc3oc(C)cc32)c1=O,-14,1,-6,26,81,-2,-0.4,-9,88
Cc1ccccc1OCC(=O)N(Cc1cccs1)C1CCS(=O)(=O)C1 (stereo unspecified),-1,-6,-15,0,95,-5,0.7,0,93
O=C(c1cc(COc2c(F)cccc2F)on1)N(Cc1ccccc1)CC1CC1,1,20,-31,-8,102,2,-0.9,8,101
CCOc1cc(C=O)ccc1OCC(=O)N1CCCC1,-9,9,-1,14,105,2,-1.3,11,91
Cc1cc(=O)n2c(-c3ccc(Cl)cc3)csc2n1,0,1,0,2,104,-4,-0.6,3,100
O=C(Nc1cc(Cl)ccc1Cl)C1CCCO1 (stereo unspecified),2,-6,2,-13,102,-9,3.1,-2,104
COC(=O)Nc1ccc(S(=O)(=O)NCCO)cc1,-5,9,-3,0,95,-4,-1.3,-1,91
COc1ccc(/C=C2\N=C(C)OC2=O)cc1OC,6,19,-11,12,105,-1,-0.6,38*,101
Cn1cnc(S(=O)(=O)Nc2ccc(OC(F)F)cc2)c1,-5,-9,-1,1,100,-2,-2.3,8,99
O=C(NC1CCCN(CCc2ccccc2)C1)c1c(F)cccc1F (stereo unspecified),2,-1,0,-4,104,-2,1.7,-3,103
CC1CN(C(=O)c2cc([N+](=O)[O-])cc([N+](=O)[O-])c2)CC(C)O1 (stereo unspecified),-9,-8,-1,1,102,-6,-1.7,6,98
NC(=O)N1CCCC1C(=O)Nc1ccc(Cl)c(Cl)c1 (stereo unspecified),8,1,-1,2,104,-4,0.2,-6,106
Cc1cc(OCc2cc(C(=O)NCC3(C)COC3)no2)cc(C)c1Cl,5,8,-43,7,104,-3,1.0,-7,107
Cc1ccccc1-c1nc(CS(=O)(=O)CC(=O)NCc2ccc3c(c2)OCO3)c(C)o1,6,18,-5,-8,111,.,-1.1,9,108
O=C1CCC(CCC(=O)N2CCCC(C(=O)c3ccc4c5c(cccc35)CC4)C2)=NN1 (stereo unspecified),-3,-11,-33,23,105,-1,-1.5,0,105
O=c1[nH]c2cc3c(cc2cc1CN(Cc1cccs1)Cc1nnnn1Cc1ccco1)OCCO3,2,-13,0,31,102,4,6.5,7,100
OCC1(Cc2ccccc2)CCCN(Cc2cn[nH]c2-c2ccccc2)C1 (stereo unspecified),5,-5,4,-2,106,2,5.8,-4,106
O=S(=O)(Cc1nnnn1-c1ccc(Br)cc1)c1ccc(F)cc1,7,0,-12,3,103,-6,0.8,3,107
CN(C)CCCN(C(=O)c1ccc(S(=O)(=O)N(C)Cc2ccccc2)cc1)c1nc2c(F)cccc2s1,40*,0,13,0,110,6,2.7,-32,196*
Cc1ccc(/C=N/NC(=O)c2ccc(NC(=O)c3ccccc3Cl)cc2)o1,-1,21,-25,2,102,-9,0.8,8,99
Cc1ccc(C(=O)NCCSc2ccc(Cl)cc2)cc1[N+](=O)[O-],-3,-1,4,-16,99,4,-4.1,1,99
CN(C)c1ccc(/C=C(\C#N)c2ccccc2)cc1,7,17,-14,22,105,.,-2.8,12,101
COCCN(C(=O)COC(=O)/C=C/c1ccco1)c1c(N)n(Cc2ccccc2)c(=O)[nH]c1=O,-6,1,-44,8,99,-3,-1.1,19,98
CCOC(=O)N1CCN(S(=O)(=O)c2ccc(OCC(=O)OC)c(C)c2)CC1,6,10,-22,1,105,-1,0.7,2,109
Cc1ccc(C(=O)N/C(=C\c2cn(C)c3ccccc23)C(=O)N2CCN(C)CC2)cc1,-1,2,9,11,97,-7,-0.4,-10,100

Reformatted field by field: part of the list above
O=C(Nc1cc(Cl)ccc1Cl)C1CCCO1 (stereo unspecified)
  MEKK2mut PB1 HTS: 2
  CRFBP-R2 block: -6
  FID counter: 2
  SUMO HTRF inh: -13
  MEKK3 PB1 HTS: 102
  GalR3 antag: -9
  CRFR2-BP ag: 3.1
  HCV NS3 hel inh: -2
  MEKK2 WT-MEK5: 104

CN(C)CCCN(C(=O)c1ccc(S(=O)(=O)N(C)Cc2ccccc2)cc1)c1nc2c(F)cccc2s1
  MEKK2mut PB1 HTS: 40*
  CRFBP-R2 block: 0
  FID counter: 13
  SUMO HTRF inh: 0
  MEKK3 PB1 HTS: 110
  GalR3 antag: 6
  CRFR2-BP ag: 2.7
  HCV NS3 hel inh: -32
  MEKK2 WT-MEK5: 196*

New compounds follow.
SMILES,MEKK2mut PB1 HTS,CRFBP-R2 block,FID counter,SUMO HTRF inh,MEKK3 PB1 HTS,GalR3 antag,CRFR2-BP ag,HCV NS3 hel inh,MEKK2 WT-MEK5
c1ccc2c(c1)CCN(C1=Nc3cccc4cccc1c34)C2,0,-36,1,18,90,-8,9.9,0,94
Cc1cnnc2ccc3c(no[n+]3[O-])c12,8,-16,-1,13,100,0,-3.7,20,102
O=C(O)c1c[nH]c2ccc(F)cc2c1=O,0,-2,-7,-5,107,0,-0.6,11,102
CC1(C)CC(=O)C(CC(=O)Nc2cc(C(F)(F)F)ccc2Cl)C(=O)C1,7,32,-7,6,107,-3,2.9,3,105
CN(C)CCCNc1cc(C(C)(C)C)nc2c(-c3ccc(Cl)cc3)cnn12,35,3,24,22,102,-2,-0.6,-46,190*
C=CCn1c(SCC(=O)NC(=O)c2cccc([N+](=O)[O-])c2)nnc1-c1ccccc1,-1,42,-1,13,99,6,-6.3,-14,102

High-throughput results deposited in PubChem by several laboratories.

A portion of the library; rates above refer to the full screens.
